Screening results deposited in PubChem by National Center for Advancing Translational Sciences (NCATS).
S2 tox: Viability Counterscreen for Primary qHTS for Inhibitors of ATXN expression. AID 651635, 2014. S2 cells (HEK-293 line with an ATXN2-luciferase reporter) viability, CellTiter-Fluor protease fluorescence, 24 h. Potency, µM (highest dose often 56.7 µM), most hits filed as cytotoxic. 400,000 compounds, 0.49% hits; further: potency means the concentration at half of the fitted maximal effect; nearly all actives have a fitted effect of over 40% in size
ATXN2 expr inh: Primary qHTS for Inhibitors of ATXN expression; Potency, µM (top dose mostly 57 µM), for inactives: at the highest dose activity change, negative = inhibition, hits mostly inhibitors; HEK-293 ATXN2-luciferase reporter, luminescence, 24 h; AID 1745845, 2022; 360,000 compounds, 0.72% hits; further: potency means the concentration at half of the fitted maximal effect; on the % scale 0 is the no-effect control and ±100 the full control effect; nearly all actives have a fitted effect of over 55% in size
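qHTS (up to 57 uM final) was run with 24 h compound exposure of reporter cells at 37 °C. Each well was multiplexed: SteadyGlo luminescence measured ATXN2-luciferase expression after a fluorogenic Gly-Phe-AFC viability readout (25 uM final).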
A549 tox: Nrf2 qHTS screen for inhibitors: counterscreen for cytotoxicity. Potency, µM (top dose mostly 46 µM), inactives show at the highest dose activity change, negative = cytotoxicity, hits mostly inhibitors. A549 ARE-Fluc cells, CellTiter-Fluor viability, 18-24 h. 390,000 compounds, 0.16% hits; further: potency means the concentration at half of the fitted maximal effect; on the % scale 0 is the no-effect control and ±100 the full control effect
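Cytotoxicity counterscreen: CellTiter-Fluor fluorescence was measured in A549 ARE_Fluc cells after 18-24 h of compound exposure in a concentration series. The subsequent BugLite luminescent read reports ARE-luciferase activity.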
Nrf2 inh: Nrf2 qHTS screen for inhibitors. 360,000 compounds, 2.1% hits. A549 ARE-Fluc reporter, luciferase luminescence, 18-24 h. AID 504444, 2011. Potency, µM (top dose mostly 46 µM), inactives show at the highest dose activity change, negative = inhibition, actives largely listed as inhibitors; further: potency means the concentration at half of the fitted maximal effect; on the % scale 0 is the no-effect control and ±100 the full control effect; nearly all actives have a fitted effect of over 60% in size
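Nrf2 activity is the BugLite luminescence, read 15 min after reagent at room temperature, following CellTiter-Fluor cytotoxicity readout (30 min, 37C). Compound titrations were applied for 18-24 h to 5000 A549 ARE_Fluc cells/well in 5% FBS OPTI-MEM.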
Nrf2 activator: qHTS of Nrf2 Activators | AREc32 ARE-luciferase reporter (MCF7-derived line), luminescence, 24 h | Potency, µM (highest dose often 46.1 µM), for inactives: top-dose activation, most hits filed as activators | 410,000 compounds, 0.31% hits | AID 624171, 2012; further: potency means the concentration at half of the fitted maximal effect; % of control where 0% means no effect; nearly all actives have a fitted effect of over 65% in size
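Each well held 1000 AREc32 cells, which were incubated with compound for 24 hr at 37 deg C after overnight attachment, and ARE reporter activity was quantified by firefly luciferase luminescence.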
HepG2 viability: qHTS for Inhibitors of TGF-b: Cytotox Counterscreen | HepG2 CAGA-GFP viability, ATP luminescence, 18 h | Potency, µM (doses to about 46.1 µM), for inactives: at the top dose activity change, negative = cytotoxicity, most hits filed as cytotoxic | 410,000 compounds, 0.76% hits | AID 588856, 2011; further: potency means the concentration at half of the fitted maximal effect; some results filed as inactive show a strong effect at the top dose
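CellTiter-Glo luminescence gave cytotoxicity after 18 hours at 37 degrees C. The cells were HepG2 CAGA-GFP in 1% FBS DMEM, stimulated with 500 pg/mL TGF-beta after compound addition. %Activity was normalised to no-cell wells (complete cell-killing) and DMSO (no toxicity), and curves were fitted and classified.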
EPAC2 ag: qHTS for Agonist of cAMP-regulated guanine nucleotide exchange factor 4 (EPAC2): primary screen; 360,000 compounds, 0.079% hits; EPAC2 activation, biochemical qHTS; response scale: 100% = 6.5 mM cAMP response; Potency, µM (titrated, usually from 154 µM), without a hit: top-dose activation, usual class: activators; AID 720711, 2013; further: potency means the concentration at half of the fitted maximal effect; nearly all actives have a fitted effect of over 50% in size
Target sequence (Q8WZA2 whole entry, looked up): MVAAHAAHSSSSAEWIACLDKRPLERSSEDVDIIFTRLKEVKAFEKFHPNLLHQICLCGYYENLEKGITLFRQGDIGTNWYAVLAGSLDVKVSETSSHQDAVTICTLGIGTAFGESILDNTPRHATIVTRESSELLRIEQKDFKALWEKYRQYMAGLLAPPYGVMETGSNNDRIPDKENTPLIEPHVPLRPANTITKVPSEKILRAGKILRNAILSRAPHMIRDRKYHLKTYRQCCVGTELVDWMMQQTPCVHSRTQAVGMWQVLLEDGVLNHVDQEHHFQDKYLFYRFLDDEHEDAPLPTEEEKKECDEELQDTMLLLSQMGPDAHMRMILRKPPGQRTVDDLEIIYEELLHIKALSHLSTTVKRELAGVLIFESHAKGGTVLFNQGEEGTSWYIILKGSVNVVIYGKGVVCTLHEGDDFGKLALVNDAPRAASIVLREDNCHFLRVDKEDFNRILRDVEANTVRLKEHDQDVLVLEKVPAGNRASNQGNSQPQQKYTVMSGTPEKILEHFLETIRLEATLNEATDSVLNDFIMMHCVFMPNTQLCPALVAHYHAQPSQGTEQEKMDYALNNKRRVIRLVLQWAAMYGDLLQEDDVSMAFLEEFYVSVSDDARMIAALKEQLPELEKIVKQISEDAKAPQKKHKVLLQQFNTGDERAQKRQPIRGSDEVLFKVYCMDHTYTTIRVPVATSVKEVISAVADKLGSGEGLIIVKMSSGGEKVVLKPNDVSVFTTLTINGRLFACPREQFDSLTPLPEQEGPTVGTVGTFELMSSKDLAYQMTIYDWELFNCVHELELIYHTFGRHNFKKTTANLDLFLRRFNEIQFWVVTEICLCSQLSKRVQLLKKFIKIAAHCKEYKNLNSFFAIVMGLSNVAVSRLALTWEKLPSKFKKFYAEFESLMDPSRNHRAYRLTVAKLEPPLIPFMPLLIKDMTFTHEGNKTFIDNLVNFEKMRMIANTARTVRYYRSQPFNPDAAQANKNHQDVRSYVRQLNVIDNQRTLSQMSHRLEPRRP
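EPAC2 (100 nM) mixed with Rap1B loaded with BODIPY-GDP (250 nM) plus 50 uM unlabeled GDP; compounds pinned in, 5 min RT, then read every 5 min for 30 min (ex 480, em 540 nm). Normalized to cAMP control.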
TGFb SMAD3 inh: qHTS for Inhibitors of TGF-b | HepG2 CAGA-GFP TGF-b/SMAD3 reporter, GFP fluorescence, 18 h; TGF-beta stimulated, 500 pg/mL final | Potency, µM (highest dose often 46.1 µM), for inactives: at the top dose activity, negative = inhibition, most hits filed as inhibitors | 410,000 compounds, 1.2% hits | AID 588855, 2011; further: potency means the concentration at half of the fitted maximal effect; on the % scale 0 is the no-effect control and ±100 the full control effect; nearly all actives have a fitted effect of over 65% in size
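Inhibition of TGF-beta-driven CAGA-GFP reporter expression in HEPG2 cells is measured by cellular GFP fluorescence after 18 h stimulation with 500 pg/mL recombinant TGF-beta in 1% FBS medium at 37 degrees C.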
IL2 activator: qHTS of IL-2 Activators | activation, % (series mostly up to about 46 µM) | 360,000 compounds, 0.065% hits | IL-2 activation reporter assay, cell-based qHTS; stimulated with anti-CD3/CD4/CD28 beads; in transgenic mouse T cells; in the data active means activation above about 50%; inconclusive means mostly about 30% to 49%; further: 0% is about no effect
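Readout is EGFP and DsRed signal by fluorescent plate cytometry after 18 h at 37 degrees C. Transgenic mouse T cells (750/well) received compound for 60 min before bead stimulation (anti-CD3, anti-CD4, anti-CD28); memory T cells served as non-tolerant control.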
An asterisk follows results filed as active; i = inactive; ? = inconclusive; . = no result given; & = joins results of further samples; [ ] = another dose, or the depositor's remark. Unless noted, the call rests on the fitted dose curve; in most records, active means well fitted curve in the direction sought with a large enough effect; inconclusive means small, poorly fitted or top-dose-only effect, or another doubt; inactive means no such curve, though single readings can be large; an effect the other way counts as inactive or inconclusive.

No.	structure	S2 tox	ATXN2 expr inh	A549 tox	Nrf2 inh	Nrf2 activator	HepG2 viability	EPAC2 ag	TGFb SMAD3 inh	IL2 activator
1	c1ccc(CCSc2ncnc3nc[nH]c23)cc1	i	.	-14%	?	3.1%	-27%	9%	?	-1.4
2	COc1cc(O)c(C(CCN2CCCC2)c2ccc3c(c2)OCO3)c(OC)c1 (stereo not given)	i	3%	-1%&7%	4%&17%	4.6%	-19%&0%	6%	2%&-3%	-0.2
3	Cc1ccc(C)c(N2CCN(C(=O)c3cc(S(=O)(=O)N4CCCC4)c[nH]3)CC2)c1	.	.	6%	15%	4.3%	-17%	.	?	.
4	O=C(Nc1nnc(Cc2ccc(Cl)cc2)s1)C1CCCO1 (stereo not given)	i	9%	7%	22%	0.0%	-6%	7%	-2%	-0.9
5	CCCCNC(=O)CCC(=O)Nc1ccc2nc(N3CCN(C)CC3)cc(C)c2c1	i	.	2%	0%	1.9%	-19%	3%	-11%	0.1
6	CC(=O)N1CCc2cc(S(=O)(=O)CCC(=O)N3CCc4ccccc4C3)ccc21	i	-13%	28%	?	-0.2%	-13%	7%	?	-3.1
7	Cc1ccc(S(=O)(=O)c2c(Nc3cccc(Cl)c3)sc(C(=O)c3ccc4c(c3)OCO4)c2N)cc1	?	-25%	-17%	.	-1.0%	-2%	.	0%	.
8	Cc1ccc(NC(=O)CSc2ccc(C(N)=O)cc2[N+](=O)[O-])cc1C	i	-2%	-3%	12%	-0.2%	14%	0%	47%[activator]	0.1
9	C(/Oc1ccccc1)=C1\Nn2c(nnc2-c2cc(-c3ccccc3)n[nH]2)S1	.	.	2%&4%	1%&14%	.	2%&-3%	.	-10%&9%	.
10	CC(C)C(=O)Nc1sc2c(c1-c1nc3ccccc3[nH]1)CCCC2	i	8%	-13%	?	10%	-33%	-4%	5%	0.3
11	CCCc1cc(=O)oc2c(C)c(OCC(=O)NCc3ccccn3)ccc12	i	-1%	2%	?	0.1%	-3%	0%	13%	-2.1
12	CSc1nc(-c2ccc(C)cc2)nc(C(Cl)Cl)n1	i	?	?	-25%	-0.2%	-5%	4%	-3%	0.6
13	COc1ccc(-n2nc(C(=O)NCCc3ccc(OC)c(OC)c3)c3c4ccccc4n(C)c3c2=O)cc1Cl	i	8%	-2%	3%	4.7%	-28%	.	-5%	.
14	Cc1c(C)n2c(SCC(=O)N3CCCCCC3)nnc2[nH]c1=O	i	6%	-4%	13%	0.3%	4%	0%	5%	-4.4
15	COc1cc(/C=N/Nc2nc(Nc3ccccc3)nc(N3CCCCC3)n2)ccc1OCC(=O)O	?	30%	1%	12%	-0.3%	1%	-1%	8%	-1.2
16	CCNc1sc(S(C)(=O)=O)nc1S(=O)(=O)c1ccc(Cl)cc1	i	-11%	?	-9%	-0.9%	3%	5%	4%	1.2
17	C=CCSc1nc(C)cc(C(=O)OCC)c1C#N	i	0%	-1%	11%	0.2%	3%	11%	-1%	6.5
18	CC(C)c1cccc(C(C)C)c1OC(=O)[C@H]1OC(c2ccc(Br)cc2)=C[C@@H]1c1ccc(Br)cc1	?	?	-4%	-12%	-1.7%	-26%	0%	?	0.0
19	Cc1ccc(-c2cc(C(=O)Nc3nn[nH]n3)c3ccccc3n2)cc1	i	0%	3%	-1%	0.4%	-7%	12%	0%	1.6
20	O=c1[nH][nH]c(C(F)(F)F)c1/C=N/N1CCOCC1	i	.	5%	10%	0.2%	2%	1%	20%	-4.1
21	CCOCCCNCC(=O)NCC1CCCCC1	i	.	4%	?	0.1%	-9%	3%	-2%	-1.9
22	O=C(OCC(=O)N1CCN(c2ccccc2)CC1)c1cccc([N+](=O)[O-])c1	i	-8%	1%	1%	2.0%	0%	-1%	1%	0.6
23	C=CCNc1ncnc2sc(SC)nc12	i	.	1%	-35%	0.1%	0%	11%	-5%	1.3
24	Cc1cnc(C(=O)N(CC(C)C)c2c(N)n(CC(C)C)c(=O)[nH]c2=O)cn1	i	-16%	-4%	1%	-0.1%	-1%	5%	1%	-3.3
25	CCNC(=S)NNC(=O)c1ccccc1OC(F)F	i	0%	1%	.	0.3%	-13%	2%	-25%	-1.0
26	CCCOc1ccc(N/C=C/C(=O)c2cc(OC)c(OC)c(OC)c2)cc1	i	.	-3%	3%	0.4%	-26%	2%	-13%	-0.7
27	CC1(C)NC(=O)N(CC(=O)N2CCN(c3cccc(Cl)c3)CC2)C1=O	i	-3%	-1%	-11%	-0.4%	-1%	7%	2%	-0.1
28	Nc1nc(N)c(S(=O)(=O)c2ccccc2)c(Nc2ccc(Br)cc2)n1	i	-11%	8%	3%	5.6%	-36%	.	?	.
29	CC(=O)OCC1OC(COC(C)=O)(c2ccc(C)cc2)C(OC(C)=O)C1OC(C)=O (stereo not given)	i	-4%	12%	14%	0.1%	0%	3%	-29%	-0.7
30	CCCCC[C@@H](C)N1C[C@H](COCc2ccccc2)Oc2cc(N3CC[C@@H](O)C3)ccc2S1(=O)=O	?	?	.	.	0.2%	.	-13%	.	-1.1
31	CN(C)c1ccc(NC(=O)c2ccc3c(c2)nnn3C)cc1	i	.	-5%	-23%	2.6%	7%	1%	20%	2.2
32	Cc1cccc(-n2ccnc2SCC(=O)Nc2nccs2)c1C	i	-4%	1%	-24%	1.1%	-9%	7%	-11%	-1.8
33	Cc1cc(C(=O)Cn2nnc3ccccc3c2=O)c(C)n1Cc1cccs1	i	38%[activator]	-20%	?	1.0%	-15%	7%	-33%	-1.5
34	COc1cc(NC(=O)COC(=O)c2cc(S(=O)(=O)N3CCCCC3)ccc2Cl)c(C)cc1[N+](=O)[O-]	i	-5%	-2%	15%	2.7%	3%	16%	5%	-4.0
35	CC(=O)c1c(C)[nH]c(C(=O)NCc2ccccc2F)c1C	i	18%	-2%	?	-0.1%	3%	-9%	-1%	-0.1
36	COc1ccc(CN2[C@@H](CC(C)=O)c3cc(C(F)(F)F)ccc3S2(=O)=O)cc1	i	-7%	-5%	?	2.5%	-18%&-20%	8%	-24%&-3%	-2.3
37	CSc1nc2ccc3nc(NC(=O)c4ccc(C)cc4)sc3c2s1	i	10%	-6%	10%	-1.0%	6%	-1%	6%	-0.7
38	O=C(CN(Cc1ccc(F)cc1)C(=O)CCC(=O)Nc1ccccn1)NCCc1ccccc1	i	-11%	-2%	-11%	0.0%	16%	12%	5%	-0.3
39	Cc1ccc2nc(C)cc(C(=O)OCC(=O)Nc3c(C)n(C)n(-c4ccccc4)c3=O)c2c1	i	13%	1%	7%	-0.2%	0%	6%	11%	-0.9
40	CCN1CCN(C(C(=O)NC2CCCC2)c2cc3c(cc2[N+](=O)[O-])OCO3)CC1 (stereo not given)	i	-5%	0%	4%	2.5%	-4%	-2%	6%	0.3
41	COC(=O)[C@]1(CC(C)C)N[C@H](c2ccc(-c3ccc(Cl)c(Cl)c3)cc2)[C@@H]2C(=O)N(C)C(=O)[C@@H]21	i	?	-8%	?	-0.4%	-11%	4%	?	-0.4
42	CC(C)Cc1csc(NC(=O)C(C)C)c1C(=O)O	i	29%	-9%	15%	-0.6%	1%	8%	16%	-2.0
43	CCOc1ccccc1C(=O)N1CCN=C1SCc1cccnc1	i	6%	-15%	0%	0.0%	5%	3%	2%	4.5
44	CC(C)(C)Nc1nc(Cl)nc(NCc2ccccc2)n1	i	0%	9%	-12%	2.4%	-20%	22%	13%	-0.6
45	Cc1cccc(CN2CCN(C3CN(Cc4cn(Cc5cc(C)cc(C)c5)nn4)S(=O)(=O)C3)CC2)c1 (stereo not given)	i	?	.	.	4.3%	.	8%	.	-0.6
46	CCCC1CC(C)(c2csc(Nc3ccc(OCC)cc3)n2)OC1=O (stereo not given)	?	-19%	-10%	?	1.4%	-28%	3%	?	-3.5
47	COc1ccc(OC)c(NC(=O)CCOc2cccc(C)c2)c1	i	?	-1%	?	0.2%	0%	9%	-22%	-3.8
48	Cn1c2ccccc2n2c(=O)cc(-c3ccccc3)c(C#N)c12	.	-8%	2%	5%	4.7%	-1%	13%	5%	2.9
49	COc1ccc(N(CC(=O)NC2CCCC2)S(=O)(=O)c2ccc(NC(C)=O)cc2)cc1	i	-4%	-1%	4%	-0.1%	-2%	6%	-27%	0.9
50	CCCn1c2ccccc2c2cnn(CC(=O)Nc3cccc(C(=O)OCC)c3)c(=O)c21	.	.	9%	2%	-0.3%	2%	.	-1%	.
51	COc1cc(OC)cc(-c2nc3ccccc3c(=O)n2OC(=O)c2ccccc2C)c1	i	.	?	?	7.2%	-39%	6%	?	-0.9
52	COC(=O)c1cc(-c2ccc(Cl)cc2)c2c(=O)[nH]c(=O)n(C)c2n1	i	1%	0%	?	-0.6%	-23%	.	-14%	.
53	Cc1ccc(C)c(OCC(=O)N(Cc2ccccc2)c2c(N)n(Cc3ccccc3)c(=O)[nH]c2=O)c1	i	0%	-2%	-7%	0.2%	0%	-12%	3%	-4.9
54	CC(=O)Oc1ccc2c(c1)Oc1cc(OC(C)=O)ccc1C21OC(=O)c2ccccc21	.	-17%	?	-7%	-0.6%	18%	.	-114%	-0.1
55	CCN(CC)c1ccc(-n2nc3cc(C)c(NC(=O)c4ccccc4C)cc3n2)c(C)c1	.	.	?	-6%	-0.6%	-34%	.	39%[activator]	.
